C2C12 statin: suppressors of statin myotoxicity in C2C12 myotubes, primary screen, cell-based, single point, plate reader; C2C12 myotubes + simvastatin, ATP luminescence, 48 h; scaled: DMSO 0, geranylgeraniol control 100; rescue of ATP level, % at 7.49 µM; 330,000 tested, 0.78% active; AID 602340, 2012;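 active means mean ATP rescue above about 67%, or every replicate alone reaching that limit, limit read from the data, passing the limit was not always enough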;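 further: myotubes were challenged with 10 µM simvastatin during compound exposure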
S100A4 MyoIIA: inhibitors of S100A4-myosin IIA peptide binding, primary screen, biochemical, fluorescence polarization, TAMRA-MyoIIA peptide | Protein S100-A4 (Homo sapiens), P26447 | inhibition, % at 10.7 µM | 360,000 tested, 0.14% active;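 active means mean inhibition of at least 70% across replicates, with every replicate also reaching that level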
Target sequence (P26447 whole entry, looked up): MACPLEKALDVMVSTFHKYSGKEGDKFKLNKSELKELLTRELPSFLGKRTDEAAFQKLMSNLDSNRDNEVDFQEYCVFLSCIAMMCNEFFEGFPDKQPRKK
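Test system: S100A4 monomer protein; Medium: HEPES pH 7.2 with CaCl2, KCl, NaCl, DTT, Triton; Probe or stimulus: TAMRA-labelled myosin IIA heavy-chain peptide probe, 5 nM; Doses: one dose per compound; Times: polarization read 5 min after assay mix addition, stable 5–60 min; Benchmarks: neutral control DMSO, positive control TFP.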
SIRT5 inh: SIRT5 desuccinylase inhibitors, primary screen, biochemical, fluorescence imaging, single point, set 5; NAD-dependent protein deacylase sirtuin-5, mitochondrial (Homo sapiens), Q9NXA8; Purified SirT5, succinyl-peptide AMC, trypsin-coupled fluorescence; inhibition, % at 15 µM; 330,000 tested, 1.1% active; in the data active means inhibition above about 15%
Target sequence (Q9NXA8 whole entry, looked up): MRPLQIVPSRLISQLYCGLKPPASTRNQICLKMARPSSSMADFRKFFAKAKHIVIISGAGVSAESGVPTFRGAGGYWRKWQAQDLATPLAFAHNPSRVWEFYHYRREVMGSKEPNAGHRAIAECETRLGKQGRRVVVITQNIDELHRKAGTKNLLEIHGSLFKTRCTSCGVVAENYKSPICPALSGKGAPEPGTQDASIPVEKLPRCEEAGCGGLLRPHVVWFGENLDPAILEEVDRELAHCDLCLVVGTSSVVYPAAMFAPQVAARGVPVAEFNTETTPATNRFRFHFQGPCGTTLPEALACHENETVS
XiGFP reactiv: activators of inactive X chromosome reactivation, primary screen, imaging, XiGFP fibroblasts, GFP high-content imaging, set 2; XiGFP mouse fibroblasts, % GFP-positive cells imaging, 3 d; cells co-treated with 5-aza-dC sensitizer; scaled so ellipticine positive control = 100%; activation, % at 7.58 µM; 360,000 tested, 0.055% active; AID 743238, 2013;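 active means mean normalized replicate activation at least 10% and every replicate at or above 10%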;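 further: 0% = median of on-plate neutral control wells and 100% = ellipticine 6 µM median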
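Material: XiGFP fibroblasts, SV40-immortalized. Buffer or medium: DMEM plus 5-aza-dC sensitizer. Compound: single concentration per compound, delivered by pin transfer. Times: 3 days compound exposure. Controls: ellipticine 6 µM.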
LGR2 antag: inhibitors of bursicon-induced LGR2 CRE-luciferase signal, primary screen, cell-based, HEK293, CRE-luciferase reporter, bursicon stimulation | 380,000 tested, 0.35% active | bursicon-stimulated, 4 h | inhibition, % at 9.99 µM;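 active means drop in luminescence signal, shown as inhibition above about 50% in the replicate tests, limit read from the data, passing the limit was not always enough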;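 further: agonist challenge used bursicon conditioned medium at about half maximal strength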
ERAP1 HTS inh: human ERAP1 aminopeptidase inhibitors, primary screen, biochemical, single point, plate reader | Endoplasmic reticulum aminopeptidase 1 (Homo sapiens), Q9NZ08 | inhibition, % at 10.7 µM | recombinant ERAP1, Leu-AMC fluorescence, 60 min | AID 652197, 2013 | 340,000 tested, 0.15% active;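 active means mean replicate inhibition of at least 30%, or all replicates individually reaching that 30% level; inactive means mean below 30% and not every replicate reaching it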;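 further: 0% = neutral control wells and 100% = L-leucinethiol positive control wells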
PGC1a acetyl inh: inhibitors of PGC1a acetylation signal, primary screen, cell-based, U2OS, AlphaScreen, inhibitor mode. AlphaScreen anti-acetyl-lysine; with virally co-expressed GCN5 acetyltransferase. 350,000 tested, 0.17% active. inhibition, % at 15.6 µM. AID 651687, 2012;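 active means every replicate shows inhibition of at least 40%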;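 further: 0% = neutral control wells and 100% = positive control wells; some results beyond the cut were filed as inactive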
Cneo AK release: Cryptococcus neoformans cell lysis inducers, primary screen, AK release luminescence, single concentration. C. neoformans lysis, adenylate kinase release luminescence, 4 h; normalised: neutral wells 0, clomiphene wells 100. lysis activity, % at 15 µM. 360,000 tested, 0.2% active. AID 651654, 2012;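 active means mean lysis activity across replicates of at least 80%, whatever share of replicates individually reach that level; inactive means mean lysis activity below 80%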
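Material: C. neoformans cells | Amount: Yeast cell density of 5 × 10^6 cells/mL | Medium: Fresh YPD growth medium | Dosing: Single dose | Times: Static 4 h at 37 °C with compound, 1 h detection | Detection: AK luminescence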
Active calls of the source: *; · = not tested or not shown.

Every second line gives: C2C12 statin	S100A4 MyoIIA	SIRT5 inh	XiGFP reactiv	LGR2 antag	ERAP1 HTS inh	PGC1a acetyl inh	Cneo AK release
CCC(=O)N(Cc1cc2cc(OC)ccc2[nH]c1=O)c1ccc(C)cc1
→ 26	-4	-2	0.0	2	1	·	-1
CCOC(=O)N1CCN(C(=O)CSc2ccc3nnc(-c4ccncc4)n3n2)CC1
→ 4	6	0	0.1	-1	-3	28	4
Cc1ccc(S(=O)(=O)NCCN2CCOCC2)cc1C
→ 28	2	3	·	2	-1	4	-3
CC(=O)c1cccc(NC(=O)Nc2ccc3c(c2)OCO3)c1
→ -3	-1	0	-0.2	-60	-5	9	-25
C[C@@H]1CN([C@H](C)CO)C(=O)c2cc(C#Cc3cccc(F)c3)cnc2O[C@H]1CN(C)Cc1ccccn1
→ 26	-1	-1	-0.7	-4	-1	-11	3
COCC(=O)N(C)C[C@@H]1Oc2cc(C3=CCCCC3)ccc2S(=O)(=O)N([C@H](C)CO)C[C@H]1C
→ -11	12	2	-0.7	15	2	-8	-2
CN(Cc1ccc(C#CCCO)cc1)CC1CCCN(CCc2ccc(Cl)cc2)C1 (stereo unspecified)
→ -12	-34	-3	0.1	0	-4	·	1
COc1ccc(-c2cc3cc(OC)c(OC)cc3c(C)n2)cc1
→ -25	-7	-6	-0.7	-13	4	-15	5
CC(C(=O)Nc1ccccc1C(=O)N1CCOCC1)N(c1ccc(Cl)cc1)S(C)(=O)=O (stereo unspecified)
→ -1	-2	0	0.0	-10	-4	-12	0
CC(=O)Nc1ccc(S(=O)(=O)NCc2ccc(C(=O)NCCN(C)Cc3ccccc3)cc2)cc1
→ 0	-6	-1	0.0	-8	·	·	2
Cc1ccc(C(CC(=O)NCCCN(C)C)c2ccc(OC(C)C)cc2)cc1 (stereo unspecified)
→ ·	-13	-9	-0.1	4	1	-8	-3
O=C(Cc1ccncc1)NCC[C@H]1CC[C@@H](NC(=O)C2CCC2)[C@@H](CO)O1
→ 11	13	-2	0.6	-11	-3	-2	-11
C/C(CC(=O)Nc1ccc2c(c1)OCCO2)=N\NC(=O)COc1cccc(C)c1
→ 5	-3	-4	0.0	-9	-1	·	0
COc1cc(C(=O)Nc2ccc(Cl)c([N+](=O)[O-])c2)cc(OC)c1OC
→ ·	7	·	0.1	8	0	1	·
CC1(C)N=C(N)N=C(N)N1c1ccc(OCCCOc2ccccc2)c(Cl)c1
→ -4	-1	-3	1.2	-2	2	3	1
O=C([C@@H]1CCCN1C(=O)c1cccs1)N1CCN(S(=O)(=O)c2cccc(F)c2)CC1
→ 0	-1	-2	-0.6	-1	3	6	2
O=[N+]([O-])c1ccc(SN2CCCCC2)c([N+](=O)[O-])c1
→ ·	-15	·	0.0	1	1	·	·
O=C(C[C@@H]1C=C[C@@H](NC(=O)C2CCOCC2)[C@H](CO)O1)NCc1ccccc1Cl
→ ·	-1	0	0.2	-10	-7	-3	·
CCNc1nnc(SCC(=O)N2c3ccccc3NC(=O)CC2C)s1 (stereo unspecified)
→ -2	13	2	-0.1	-12	-2	·	1
COc1cccc(CN(C)C(=O)CCNC(=O)c2ccc(Br)cc2)c1
→ ·	0	-1	0.1	-27	0	3	4
O=C(CCN1CCCCC1)N[C@H]1CC[C@@H](CCn2cc(-c3cccc(F)c3)nn2)O[C@H]1CO
→ 2	5	0	-0.1	10	-2	-8	1
CCOC(=O)N1CCN(c2cc(C)c([N+](=O)[O-])cc2F)CC1
→ -14	12	2	0.0	-1	0	12	1
Cc1ccc(-c2cnc3c(c2)C(=O)N([C@@H](C)CO)C[C@@H](C)[C@H](CN(C)C(=O)Cc2ccccc2)O3)cc1
→ 51	4	3	1.1	0	-2	18	43
Cc1cc(C(=O)OCC(=O)Nc2ccccc2Cl)c(C)o1
→ -5	-2	-6	0.0	4	0	2	-3
CC(C)(O)c1cn([C@@H]2C[C@@H]3O[C@H](CO)CC[C@@H]3O[C@@H]2CCc2ccc(-c3cccnc3)cc2)nn1
→ ·	-21	1	·	·	1	-11	·
Cc1ccc(NC(=O)COC(=O)Cc2csc(-c3ccc(Cl)cc3)n2)cc1C
→ -9	-5	-2	0.0	-22	-1	-6	0
Cc1cccc(Cc2c(C)nc3c(C(=O)NCc4ccco4)cnn3c2C)c1
→ 107*	·	·	·	10	·	8	1
O=C(c1cccc(S(=O)(=O)N2CCc3ccccc32)c1)N1CCCC(C(F)(F)F)C1 (stereo unspecified)
→ -13	18	-1	2.1	10	3	·	·
Cc1ccc2cc3cc(C(=O)NCCCN4CC(C)CC(C)C4)oc3nc2c1 (stereo unspecified)
→ -12	-2	-27	0.0	7	2	-10	-1
CNC(=S)NN=C(C)CCCC(C)=NNC(=S)NC
→ ·	-1	·	0.1	9	2	4	·
C[C@H]1CN([C@@H](C)CO)C(=O)c2cc(NS(=O)(=O)c3ccccc3)ccc2O[C@@H]1CN(C)S(C)(=O)=O
→ -21	-1	3	0.0	-16	3	12	50
COCC#Cc1ccc2c(c1)O[C@H](CN(C)C(=O)Nc1ccc(OC)cc1)[C@H](C)CN([C@H](C)CO)S2(=O)=O
→ 12	26	-5	-0.1	-16	-1	-7	-4
COc1ccc(C(=O)N2C[C@@H]3[C@H](c4ccccc42)[C@@H](CO)N3Cc2ccc(Cl)cc2)cc1
→ -37	15	1	0.5	3	3	-27	2
CN1CCC(=C(c2ccccc2)c2ccc(Br)cc2)CC1
→ ·	-5	·	0.0	8	·	4	·
COc1ccc(CC(=O)Nc2ccc(/C(C)=N\NC(=O)c3ccc(Br)o3)cc2)cc1
→ ·	-7	-3	0.2	11	-5	·	0
COC(=O)c1ccc2c(c1)N(Cc1ccccc1F)C(=O)c1ccccc1S2=O (stereo unspecified)
→ 1	0	·	0.2	-21	0	1	-1
Cc1ccc(C)n1-c1nnc(N2CCC(C(=O)NCCCN3CC(C)CC(C)C3)CC2)s1 (stereo unspecified)
→ 4	4	-1	0.0	-4	-1	·	-2
COc1cccc(CN2CCN(Cc3cc(OC)c(OC)c(OC)c3)CC2)c1OC
→ 3	2	-1	0.2	-4	-4	-2	-3
COc1ccccc1C(=O)NC(=O)CSc1nnc(SC)s1
→ 7	-1	-3	-0.2	-10	-1	·	-1
O=C1CC(/C=C/c2ccncc2)=Nc2ccccc2N1
→ 2	7	-1	-0.1	1	0	·	9

Of the compounds above, these have bromine.
Every second line gives: C2C12 statin	S100A4 MyoIIA	SIRT5 inh	XiGFP reactiv	LGR2 antag	ERAP1 HTS inh	PGC1a acetyl inh	Cneo AK release
COc1cccc(CN(C)C(=O)CCNC(=O)c2ccc(Br)cc2)c1
→ ·	0	-1	0.1	-27	0	3	4
CN1CCC(=C(c2ccccc2)c2ccc(Br)cc2)CC1
→ ·	-5	·	0.0	8	·	4	·
COc1ccc(CC(=O)Nc2ccc(/C(C)=N\NC(=O)c3ccc(Br)o3)cc2)cc1
→ ·	-7	-3	0.2	11	-5	·	0

Continuation:
canonical_smiles,C2C12 statin,S100A4 MyoIIA,SIRT5 inh,XiGFP reactiv,LGR2 antag,ERAP1 HTS inh,PGC1a acetyl inh,Cneo AK release
CC(C)C#Cc1cnc2c(c1)C(=O)N([C@H](C)CO)C[C@H](C)[C@@H](CN(C)Cc1ccc3c(c1)OCO3)O2,19,0,-2,-0.2,2,3,-12,-4
O=C(O)C1Cc2[nH]cnc2C(c2cccc([N+](=O)[O-])c2)N1 (stereo unspecified),·,-3,6,0.0,-12,0,·,·
O=C(Cc1ccncc1)Nc1ccc2c(c1)[C@@H]1C[C@H](CC(=O)NC3CCCCC3)O[C@@H](CO)[C@@H]1O2,4,10,6,-0.1,-15,-3,-4,44
C[C@@H]1CCCCO[C@H](CN(C)S(C)(=O)=O)[C@@H](C)CN([C@@H](C)CO)C(=O)c2cc(NC(=O)Nc3cccc4ccccc34)ccc2O1,·,-10,-3,0.0,-1,-1,22,5
NCC[C@@H]1CC[C@H](NS(=O)(=O)Cc2ccccc2)[C@@H](CO)O1,0,5,5,0.0,-2,0,9,2
O=C(O)/C(=C\c1ccccc1OC(F)F)Sc1nnc(-c2ccc(F)cc2)o1,-4,-16,5,0.0,-2,2,·,1
CCCCCCCCNC(=O)c1ccc(C)cc1,·,0,-3,0.2,37,-3,·,·
CCCNC(=O)N(C)C[C@@H]1Oc2ncc(C#Cc3ccncc3)cc2C(=O)N([C@H](C)CO)C[C@@H]1C,6,-11,6,-0.4,-4,0,29,-2
O=C(OCc1ccccc1)N1CCC2CC1c1cc(-c3ccccc3)ccc12 (stereo unspecified),4,-12,2,0.0,-17,-1,4,4
CC1CCN(C(=O)COc2ccc(Nc3ccccc3)cc2)CC1,·,-1,7,0.1,-20,2,·,·
Cc1ccc(-c2[nH]ncc2/C=N/n2c(C)nc3ccccc3c2=O)cc1,·,-1,-2,0.0,-7,-3,5,-1

A few values from the results shown.
Value of `CC(C)C#Cc1cnc2c(c1)C(=O)N([C@H](C)CO)C[C@H](C)[C@@H](CN(C)Cc1ccc3c(c1)OCO3)O2` in LGR2 antag: 2
Value of `CCCCCCCCNC(=O)c1ccc(C)cc1` in SIRT5 inh: -3
Value of `O=C(Cc1ccncc1)Nc1ccc2c(c1)[C@@H]1C[C@H](CC(=O)NC3CCCCC3)O[C@@H](CO)[C@@H]1O2` in C2C12 statin: 4
Value of `O=C(OCc1ccccc1)N1CCC2CC1c1cc(-c3ccccc3)ccc12` (stereo unspecified) in Cneo AK release: 4

These rows are one share of the data; the hit share may differ from the screen's.
